Compound activity from PubChem.
procasp3 activ: procaspase-3 (human) activation; P42574; recombinant procaspase-3 D3A, Ac-DEVD-pNA absorbance 405 nm; activation, % at 8.5 µM; actives 0.11% (n = 330,000); AID 463141;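 active = activation above the mean of all tested compounds plus 3 SD, cut at about 21% in these data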;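 note: 0% = DMSO alone and 100% = DMSO wells spiked with extra 5 µM PC-3 D3A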
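Assay system – Procaspase-3 D3A mutant · Benchmarks – DMSO low control, extra-enzyme high control · Technique – 405 nm absorbance of p-nitroaniline, reads at 0 and 120 min · Doses – 8.5 µM nominal · Measure – % activation between DMSO and enzyme-spiked controls · Also added – Ac-DEVD-pNA chromogenic peptide substrate · Schedule – 1 h compound preincubation, 2 h substrate hydrolysis at 25 °C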
ZTA DNA inh: ZTA (EBV) inhibition in EBNA-1 counter-screen; P03206; inhibition, % at 11 µM; AID 2234; actives 0.15% (n = 320,000); ZTA-DNA binding, fluorescence polarization; in the data active = inhibition above about 33%
MEP2-GFP yeast: alters MEP2-GFP fluorescence in TOR pathway yeast screen; S. cerevisiae MEP2-GFP strain, flow cytometry GFP, 3 h; 100% = DMSO control level; GFP response vs DMSO, % at 10 µM; actives 0.51% (n = 330,000); AID 2016;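 active = GFP response versus DMSO above a set limit, roughly screen mean plus 3 SD, cut at about 180% in these data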;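 note: median GFP fluorescence of the barcode-gated MEP2-GFP cells per well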
LAP4 TOR yeast: modulators of TOR pathway LAP4-GFP in S. cerevisiae | GFP response vs DMSO, % at 10 µM | actives 0.34% (n = 320,000) | S. cerevisiae LAP4-GFP multiplex, flow cytometry GFP, 3 h; median GFP as percent of DMSO wells;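 active = GFP response vs DMSO above a set limit, about the screen mean plus 3 SD, cut at about 150% in these data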
EBNA-1 inhibitor: blocks EBNA-1 binding to DNA; EBNA-1 DNA binding, fluorescence polarization; inhibition, % at 14.8 µM; actives 0.34% (n = 300,000); AID 1950; in the data active = inhibition above about 28%
RPL19A-GFP yeast: modulators of TOR pathway RPL19A-GFP in S. cerevisiae | S. cerevisiae RPL19A-GFP strain, flow cytometry, 3 h; active compounds read low | actives 0.3% (n = 330,000) | percent response vs DMSO, % at 10 µM;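 active = percent response vs DMSO below 50%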;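 note: median channel GFP fluorescence of the barcoded RPL19A-GFP strain; ratio of sample median GFP to plate DMSO average so 100% = DMSO; lower means less RPL19A-GFP as with rapamycin TOR inhibition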
proCasp7 act: counter-screen for procaspase-3 activators: activators of human procaspase-7 | P55210 | recombinant procaspase-7, Ac-DEVD-pNA absorbance 405 nm; D23A/D198A/D206A triple mutant, cannot self-cleave; scale: DMSO 0, 5 µM enzyme 100 | activation, % at 8.5 µM | actives 0.093% (n = 330,000) | AID 463210;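 active = percent activation above the screen-wide mean plus 3 SD, cut at about 25% in these data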
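System: Uncleavable procaspase-7 mutant enzyme; Amount: 2 µM procaspase-7 mutant as dispensed; Schedule: 1 h compound preincubation, 2 h substrate cleavage, 25 °C; Measured by: 405 nm absorbance of p-nitroaniline; Evaluation: percent activation from buffer-corrected 0–120 min absorbance change; Control set: low DMSO alone, high DMSO plus 5 µM PC-7.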
AHR act: activates the human aryl hydrocarbon receptor. P35869. AHR-responsive luciferase reporter cells, luminescence. activation, % at 5 µM. actives 2.5% (n = 320,000). AID 2796; in the data active = activation above about 47%;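 note: 0% = vehicle wells and 100% = reference agonist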
Numbers without * were called inactive; / = no result given.

SMILES	procasp3 activ	ZTA DNA inh	MEP2-GFP yeast	LAP4 TOR yeast	EBNA-1 inhibitor	RPL19A-GFP yeast	proCasp7 act	AHR act
O=C(O)c1ccc(NCc2ccc3c(c2)OCO3)cc1	1	-15	94	116	0	98	12	6
O=C(CCc1nnc2ccc(N3CCCC3)nn12)Nc1cc(F)ccc1F	5	-10	104	96	-6	99	-7	-4
COc1cccc(NC(=O)CSc2c3c(nc4ccccc24)CCCC3)c1	5	-13	102	97	-1	101	-6	0
O=c1cc2c(nn1Cc1cccc([N+](=O)[O-])c1)-c1ccccc1CC2	1	13	97	108	3	96	8	12
CC(C)(C)NC(=O)C1Cc2ccccc2CN1C(=O)Nc1cccc(Cl)c1 (stereo not given)	-5	-25	115	102	5	103	9	1
COC(=O)Nc1ccccc1C(=O)N1CCCCC1	-6	-7	94	94	-1	96	-10	2
COCCCNC(=O)c1ccc(CS(=O)(=O)c2cccc(C(F)(F)F)c2)o1	1	1	91	90	1	94	-2	2
COc1ccccc1CCNC(=O)c1cnccn1	4	4	93	89	-7	88	-10	3
O=C(c1cc2cc(F)ccc2[nH]1)N1CCc2ccccc2C1	4	-13	84	98	3	102	2	82*
O=C(Cc1ccccc1F)Nc1ccc(S(=O)(=O)N2CCCCC2)cc1	9	-8	100	98	-4	98	1	2
COc1ccc(-c2[nH]ncc2CN2CCC(OCc3ccccn3)CC2)c(F)c1	10	9	98	103	8	97	1	1
Cc1c(NC(=O)c2ccc(Cl)nc2)cccc1-c1nc2cccnc2s1	4	14	100	116	4	95	12	18
C/C(=N/NC(=O)c1cc2ccccc2cc1O)c1ccco1	-1	-8	106	98	-11	103	-9	11
COCCCNC(=O)C1CCN(c2ccc(N3CCOCC3)nn2)CC1	4	3	92	105	-1	99	4	4
CCOc1nc(-c2ccc(Cl)cc2Cl)ccc1C#N	0	-17	94	98	-9	103	15	-1
COc1ccccc1OCC(=O)N1CCN(C(=O)c2ccco2)CC1	-1	-10	104	98	-1	103	1	1
Cc1ccc(C(=O)NC(NC(=S)Nc2ccc(S(N)(=O)=O)cc2)C(Cl)(Cl)Cl)cc1 (stereo not given)	10	4	113	105	-4	106	-1	2
C/C(=N\NC(=O)CNC(=O)c1ccccc1Br)c1ccco1	1	7	111	105	3	105	9	0
COCCn1c(SCC(=O)N2CCCCCC2)nnc1-c1ccco1	-5	2	107	99	10	102	8	-2
c1ccc(-n2nnnc2Oc2cccc3cccnc23)cc1	7	10	95	99	-1	97	-9	27
COC(=O)c1c(NS(=O)(=O)c2ccc(C)cc2)sc2c1CCC(C)C2 (stereo not given)	-1	7	95	98	-1	99	3	2
CCCCN(CCCNC(=O)Cn1ncc2ccsc2c1=O)Cc1ccccc1	6	-29	99	104	-1	100	10	10
CCOc1ccc(S(=O)(=O)N2CCN(C(=S)NC3CC3)CC2)cc1	3	-12	105	102	-15	100	8	4
COc1ccc(NC(=O)CSc2nc(C)cs2)cc1OC	1	14	114	113	3	109	-3	1
CCCC[C@H]1COCCS(=O)(=O)N1Cc1cccc([N+](=O)[O-])c1	-8	-24	106	97	-1	97	-1	1
CC1CCc2sc(-c3n[nH]c(=S)o3)cc2C1 (stereo not given)	1	9	103	106	-3	103	-23	4
Cc1ccc(Nc2nc3ccccc3n3cnnc23)cc1Cl	5	7	114	107	15	100	-5	10
CCOc1ccc(OCCSc2nnnn2-c2ccccc2)cc1	2	7	102	110	-1	96	3	22
CC(c1ccon1)N(C)Cc1cn(Cc2ccccc2)nc1-c1ccc2c(c1)OCO2 (stereo not given)	3	11	103	101	-1	99	-2	4
Cc1nn(-c2nc3ccccc3s2)c(N)c1Sc1ccc(F)cc1	1	8	108	100	11	107	9	20
CC(=O)NS(=O)(=O)c1ccc(NC(=S)Nc2ccccc2)cc1	2	0	100	86	5	96	-3	-1
Cc1ccsc1CN(C)C(=O)C1CCC(=O)N(CCc2cccc(F)c2)C1 (stereo not given)	8	5	90	92	2	89	11	4
Cc1ccc(C(=O)NCc2ccccn2)cc1S(=O)(=O)N1CCCCC1	4	-15	97	73	3	100	-2	2
N=c1c2c(n(Cc3ccccc3)c3c1CCC3)CCC2	11	1	97	94	-6	96	-1	-3
CC(=O)Nc1ccc(N(C(=O)c2ccco2)C(C(=O)NC2CCCC2)c2ccc(N(C)C)cc2)cc1 (stereo not given)	2	-7	97	90	5	92	2	2
CC1(C)Cc2c(sc3ncn4nc(CCC(=O)O)c(=O)nc4c23)CO1	-10	-10	96	96	-2	98	-3	0
N#Cc1nc(Cl)c(Cl)c(NN)c1Cl	1	6	95	95	-7	89	4	12
Cc1noc(C)c1CSCC(=O)Nc1cc(S(C)(=O)=O)ccc1Cl	1	3	101	102	-4	98	3	0
COc1ccc(C(=O)/C=C/c2ccc(O)cc2)c2c1CC(O)C(C)(C)O2 (stereo not given)	-2	/	104	100	/	103	-17	1
O=c1oc(-c2ccc(O)c(O)c2)cc2cccc(O)c12	-4	/	98	104	/	96	-20	22
CC(c1nnc(SCn2nnc3ccccc3c2=O)n1-c1ccc(Cl)cc1)N(C)C (stereo not given)	8	19	113	104	6	108	-3	1
CN(CC(=O)Nc1cccc(F)c1)C(=O)c1ccc(N2CCCC2)c([N+](=O)[O-])c1	4	-14	117	109	4	95	12	-1
Cc1sc(NC(=O)CSc2nnnn2C2CCCC2)c(C#N)c1C	-10	-12	91	91	13	91	6	14
COc1ccccc1CCC(=O)Nc1nc2ccccc2[nH]1	1	10	102	90	-1	102	-11	37
COc1ccnc(Oc2ccccc2)c1-c1ncn[nH]1	-2	6	100	92	9	98	7	3

Reprinted from the part before: 2 entries; new compounds follow.
SMILES	procasp3 activ	ZTA DNA inh	MEP2-GFP yeast	LAP4 TOR yeast	EBNA-1 inhibitor	RPL19A-GFP yeast	proCasp7 act	AHR act
COc1ccccc1CCC(=O)Nc1nc2ccccc2[nH]1	1	10	102	90	-1	102	-11	37
COc1ccnc(Oc2ccccc2)c1-c1ncn[nH]1	-2	6	100	92	9	98	7	3
COC(=O)c1c(NC(=O)Cn2nc(C(F)F)cc2C(F)F)sc(C)c1C	-7	-3	89	90	3	93	-13	21
O=C(CCc1nnc(CCCCc2ccccc2)o1)NCCN1CCCCC1=O	-2	0	98	94	-7	94	-4	5
CC(NC(=O)Cn1nc(C(=O)O)c2ccccc2c1=O)c1ccccc1 (stereo not given)	-5	4	98	92	5	92	-6	1
CC(=O)c1c(C)[nH]c(C(=O)CSc2nnc(CN3CCCCCC3=O)n2-c2ccccn2)c1C	1	5	99	102	1	96	-4	0
COc1ccc(CNC(=O)c2ccccc2SCC(=O)N2CCCC2)cc1OC	7	3	101	103	-4	99	-1	3
COc1ccc(OC)c(Cc2nnc(CCC(=O)N3CCCCCC3)o2)c1	4	-3	106	105	-6	113	12	12
CC(=O)Nc1ccc(N(CC(=O)NC2CCCCC2)C(=O)Cn2nnc(-c3ccccc3)n2)cc1	11	19	95	82	2	93	0	-1
CCN(c1ccccc1)S(=O)(=O)c1ccc(OC)c(NC(=O)Cc2ccc(F)cc2)c1	-1	-1	92	96	/	95	-3	-1
CC(C)c1ccc(-c2noc(C3CCCN(S(C)(=O)=O)C3)n2)cc1 (stereo not given)	2	16	104	103	9	101	-1	-3
Cc1ccc(OCC(=O)Nc2ccccc2N2CCOCC2)c(C)c1	12	-4	114	118	4	105	5	2
CC1(C)CC2CC(C)(CN2C(=O)CN2C(=O)c3ccccc3C2=O)C1 (stereo not given)	6	6	99	100	3	96	-8	2
CCOC(=O)C(C)N(c1ccccc1Cl)S(C)(=O)=O (stereo not given)	2	-14	92	128	-3	97	5	0
Cc1ccnc(NC(=O)c2ccco2)n1	4	-3	105	104	0	107	4	5
Cc1ccc(-c2noc(CCCC(=O)NCC3CCCO3)n2)cc1 (stereo not given)	3	-14	110	95	-14	107	0	-3
CCN(CC)CCn1c2c(c(SCC(=O)NCc3ccccc3)nc1=O)CCCC2	2	-5	100	111	-6	97	4	5
O=C(c1ccc(C(F)(F)F)cc1)N1CCC(=O)N(C(CO)Cc2ccccc2)CC1 (stereo not given)	-5	9	94	125	2	102	-2	1
O=C(NNc1ccc(Cl)cc1)C1CCC1	3	-2	102	105	-11	100	-1	10
COc1ccc(CNC(=O)COc2ccc([N+](=O)[O-])cc2)cc1	-2	-14	106	77	-5	109	4	0
Cc1ccc(C)c(COC(=O)c2cc(S(=O)(=O)N3CCCCC3)ccc2N2CCOCC2)c1	5	3	100	114	-7	99	3	3
CCCCCn1c(CN2CCN(C(=O)OCC)CC2)nc2c1c(=O)[nH]c(=O)n2C	-8	0	102	107	1	103	5	-5
Clc1ccc(-c2cnnc(-c3ccccn3)n2)cc1	3	/	99	110	/	98	-6	-3
COc1ccc(C(=O)Nc2ccc(S(=O)(=O)Nc3cc(C)nc(C)n3)cc2)cc1OC	6	-6	102	105	-2	106	5	3
COc1ccc(S(=O)(=O)NCCCN2CCOCC2)c2ccccc12	-2	-3	99	103	1	101	-3	15
Oc1c(CN2CCN(c3ccccc3)CC2)cc(Br)c2cccnc12	2	1	116	224*	0	100	9	6
COc1ccc(OC)c(-n2nnnc2SCC(=O)Nc2ccccc2N2CCOCC2)c1	1	6	101	94	-4	101	-1	7
CCCSc1nnc(NC(=O)Cc2ccc(OC)c(OC)c2)s1	-1	5	95	93	12	104	7	4
CC(C)CCNC(=O)c1ccc(-c2ccccc2)cc1	5	4	97	93	5	85	6	2
O=C(Nc1ccccc1-c1nnc(SCc2ccc(Cl)cc2)o1)c1ccccc1	0	14	102	91	-3	99	6	4
CC(C)CN(CCCNC(=O)CC1Oc2ccccc2NC1=O)CC(C)C (stereo not given)	-6	-13	97	93	-4	97	-1	2
Cc1cc(Cl)ccc1OCCCC(=O)NC1CCN(C)CC1	2	5	104	97	3	101	4	1

Full records as entered above. Order of screens: procasp3 activ	ZTA DNA inh	MEP2-GFP yeast	LAP4 TOR yeast	EBNA-1 inhibitor	RPL19A-GFP yeast	proCasp7 act	AHR act
`COc1ccc(CNC(=O)COc2ccc([N+](=O)[O-])cc2)cc1` is listed with -2	-14	106	77	-5	109	4	0
`O=C(c1ccc(C(F)(F)F)cc1)N1CCC(=O)N(C(CO)Cc2ccccc2)CC1` (stereo not given) is listed with -5	9	94	125	2	102	-2	1
`CC(C)CN(CCCNC(=O)CC1Oc2ccccc2NC1=O)CC(C)C` (stereo not given) is listed with -6	-13	97	93	-4	97	-1	2
`CC(C)CCNC(=O)c1ccc(-c2ccccc2)cc1` is listed with 5	4	97	93	5	85	6	2
`CCCCCn1c(CN2CCN(C(=O)OCC)CC2)nc2c1c(=O)[nH]c(=O)n2C` is listed with -8	0	102	107	1	103	5	-5

Remaining list, next part:
SMILES	procasp3 activ	ZTA DNA inh	MEP2-GFP yeast	LAP4 TOR yeast	EBNA-1 inhibitor	RPL19A-GFP yeast	proCasp7 act	AHR act
COc1ccccc1/C=C/C=C(\C#N)C(=O)NC(C)c1ccccc1 (stereo not given)	-1	0	101	97	6	102	-7	-4
S=c1[nH]nc(-c2ccco2)n1/N=C/c1ccccc1	-2	6	100	120	0	99	-23	-2
COC(=O)c1cc(S(=O)(=O)Nc2cccc(OC)c2)cn1C	6	16	100	104	9	99	15	46
CCC(C)n1c(-c2cc(OC)c(OC)c(OC)c2)nc2nc3ccccc3nc21 (stereo not given)	5	1	90	92	4	95	9	12
COc1cc(C(=O)Nc2ccc(S(=O)(=O)Nc3cnc4ccccc4n3)cc2)cc(OC)c1OC	-1	17	110	83	8	103	-5	0
Cc1ccc(NC(=O)CCC(=O)NNC(=O)NC2CCCCC2)c(C)c1	-8	13	96	100	0	105	4	4
